Screening data: PubChem, several laboratories
M1 PAM parental – nonselective activator or artifact in parental CHO-K1 calcium assay. ATP EC20, Fluo-8 calcium fluorescence; 0% at ATP EC20, 100% at ATP max. activation, % at 3 µM. actives 0.02% (n = 360,000). AID 602247;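 active = activation above the run cutoff, the mean activation of all test compounds plus 3 SD, cut at about 40% in these data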;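 note: peak over basal fluorescence ratio in a 140 s read after ATP addition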
M4 PAM – potentiates acetylcholine response at human M4 receptor | P08173 | CHO-K1 hM4/Gqi5, Fluo-8 calcium fluorescence, ACh EC20; 0% = ACh EC20, 100% = maximal ACh | activation, % at 3 µM | actives 0.4% (n = 360,000) | AID 624126;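 active = activation above its plate's cutoff, the mean activation of sample wells plus 3 SD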; note: some results filed as inactive read as strong as hits
Target sequence (P08173 whole entry, looked up): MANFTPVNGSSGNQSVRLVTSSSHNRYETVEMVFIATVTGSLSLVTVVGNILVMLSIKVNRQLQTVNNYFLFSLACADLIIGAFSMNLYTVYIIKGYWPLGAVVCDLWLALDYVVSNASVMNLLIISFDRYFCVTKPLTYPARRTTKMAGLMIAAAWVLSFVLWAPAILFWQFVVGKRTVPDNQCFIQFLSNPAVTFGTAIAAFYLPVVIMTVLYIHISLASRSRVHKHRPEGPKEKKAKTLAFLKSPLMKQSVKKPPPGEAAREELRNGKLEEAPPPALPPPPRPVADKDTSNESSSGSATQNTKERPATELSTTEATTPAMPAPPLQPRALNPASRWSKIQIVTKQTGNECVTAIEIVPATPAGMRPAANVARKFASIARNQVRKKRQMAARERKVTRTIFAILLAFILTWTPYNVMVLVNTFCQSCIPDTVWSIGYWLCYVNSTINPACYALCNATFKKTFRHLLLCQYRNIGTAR
TAAR1 ag – agonists of human TAAR1; Q96RJ0; CHO RD-HGA16 TAAR1, Fluo-8 calcium fluorescence; vehicle wells 0%, saturating PEA agonist 100%; activation, % at 3 µM; actives 0.99% (n = 360,000);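 active = activation above the mean activation of all test compounds in the run plus 3 SD, cut at about 38% in these data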
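Assay system – CHO-derived RD-HGA16 cells with stable Gα16 and human TAAR1 · Compound dosing – one-point dosing at 3 µM (nominal) · Incubation – 17-24 h seeding, 75 min 37 °C dye, 30 min RT · Measured by – kinetic Fluo-8 calcium fluorescence · Control set – DMSO vehicle as 0%, PEA at EC100 as 100% · Repeats – single well for each compound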
CRFBP-R2 agonist – CRF-BP/CRF-R2 complex agonism; HEK293 CRF-R2/CRF-BP, calcium dye fluorescence (FLIPR); percent of saturating CRF peptide response; AID 588473; actives 0.46% (n = 350,000); activation, % at 13.2 µM;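 active = activation of at least 50%, plus an integration ratio under a set limit after plate pattern correction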;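 note: plate controls were neutral control wells without compound for no effect and CRF at EC100 for full effect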
M5 antag – blocks acetylcholine activation of human M5 receptor; P08912; CHO-hM5 cells, Fluo-8 calcium fluorescence, ACh EC80; inhibition, % at 3 µM; actives 0.59% (n = 360,000); AID 624040;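 active = inhibition above a per-plate cutoff, the mean of that plate's test compounds plus 3 SD, cut at about 27% in these data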;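 note: 0% = acetylcholine EC80 with DMSO and 100% = DMSO without agonist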
Target sequence (P08912 whole entry, looked up): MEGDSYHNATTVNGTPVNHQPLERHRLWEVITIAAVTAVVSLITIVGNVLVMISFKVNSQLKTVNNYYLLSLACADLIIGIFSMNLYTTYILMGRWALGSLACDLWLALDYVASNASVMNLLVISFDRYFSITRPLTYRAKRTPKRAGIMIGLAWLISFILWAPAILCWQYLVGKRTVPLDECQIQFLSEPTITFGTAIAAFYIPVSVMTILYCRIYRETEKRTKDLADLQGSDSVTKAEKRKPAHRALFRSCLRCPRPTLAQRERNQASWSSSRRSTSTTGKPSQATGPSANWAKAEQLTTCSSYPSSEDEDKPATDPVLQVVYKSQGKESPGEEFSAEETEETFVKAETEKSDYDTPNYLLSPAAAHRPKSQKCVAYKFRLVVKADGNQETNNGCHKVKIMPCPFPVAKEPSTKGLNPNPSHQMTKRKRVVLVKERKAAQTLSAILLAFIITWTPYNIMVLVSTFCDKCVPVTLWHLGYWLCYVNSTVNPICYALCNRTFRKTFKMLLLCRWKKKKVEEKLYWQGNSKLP
CRFR2-BP antag – CRF-BP/CRF-R2 complex antagonism. HEK293 CRF-R2/CRF-BP, CRF-induced calcium fluorescence. inhibition, % at 11.8 µM. actives 0.59% (n = 350,000);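 active = inhibition of the ligand-induced calcium signal above about 50% at the single tested concentration, limit read from the data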
TAAR1 antagonist – antagonists of human TAAR1; CHO RD-HGA16 TAAR1, Fluo-8 calcium fluorescence, antagonist; inhibition, % at 3 µM; actives 1.5% (n = 360,000);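 active = inhibition above a per-plate cutoff, the mean inhibition of test compounds on that plate plus 3 SD, cut at about 49% in these data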;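 note: 0% = DMSO plus EC80 beta-PEA response and 100% = DMSO alone without agonist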
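System: CHO RD-HGA16 cells bearing hTAAR1. Reagent: EC80 β-phenethylamine stimulus. Schedule: seeding 17-24 h prior, 75-min 37 °C, 30-min RT dye loading. Signal: Fluo-8 intracellular calcium dye fluorescence, real-time kinetic reads. Read-out: % inhibition from peak post-agonist over basal fluorescence ratio. Benchmarks: vehicle wells and EC80 agonist wells. Replicates: n of 1.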
M5 ag – CHRM5 agonism in calcium assay; CHO-K1 hM5 cells, Fluo-8 calcium fluorescence; 0% DMSO wells, 100% maximal acetylcholine response; activation, % at 3 µM; actives 0.19% (n = 360,000); AID 624037;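 active = activation above the run's mean over test compounds plus 3 SD, cut at about 23% in these data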;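 note: signal is peak over basal fluorescence ratio across the kinetic read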
CHRM5 PAM – positive allosteric modulators of human muscarinic M5 receptor. CHO-K1 hM5, Fluo-8 calcium, ACh EC20 PAM; 0% = ACh EC20, 100% = ACh EC100. activation, % at 3 µM. actives 0.3% (n = 360,000). AID 624038;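 active = activation above the run cutoff, the mean activation of all test compounds plus 3 SD, cut at about 18% in these data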
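System – CHO-K1 hM5 cells · Compound – 3 µM, single dose · Incubation – compound preincubation 140 s before EC20 acetylcholine addition · Technique – Fluo-8 calcium fluorescence · Measure – Max/basal fluorescence ratio as % of EC20–EC100 ACh window · Benchmarks – low control EC20 acetylcholine (0%), high control EC100 acetylcholine (100%) · Replication – singlicate, one well per test compound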
The depositor's hits bear a star; . = no result given.

structure,M5 antag,CHRM5 PAM,M4 PAM,TAAR1 antagonist,TAAR1 ag,CRFBP-R2 agonist,CRFR2-BP antag,M1 PAM parental,M5 ag
CC(C)(C)NC(=O)C(c1ccncc1)N(Cc1cccs1)C(=O)Cn1nnc(-c2ccc(F)cc2)n1 (centres undefined),-0.4,1.9,-2.6,19.2,5.1,-1.1,-14.3,16.0,-2.8
O=C(NNS(=O)(=O)c1ccc(Cl)cc1)c1cccs1,6.0,-0.3,1.6,15.7,0.7,-0.8,-11.5,-16.1,1.7
COc1nc(N)nc(CC(=O)C2CC2)n1,0.1,4.5,8.1,15.6,9.4,-1.6,-2.4,13.9,-3.2
Cc1c(C(=O)NN)sc(=S)n1C,3.6,-5.1,-9.9,-5.8,2.6,-0.9,-6.2,13.0,-0.2
Clc1ccc(Cl)c(OCCCCN2CCCCC2)c1,4.1,-12.5,-14.4,2.5,0.8,2.1,3.4,12.7,-24.5
CC(C)CNC(=O)C1CCN(S(=O)(=O)c2ccc(-n3cnnn3)cc2)CC1,6.0,-4.4,0.1,0.9,2.4,0.7,6.9,10.9,-0.7
CN(C)c1ccc(/C=C(\Cl)c2nc3ccccc3s2)cc1,-4.2,3.0,-1.6,.,.,9.7,-35.7,3.0,0.3
CCOC(=O)Cc1csc(NC(=O)/C=C/c2ccc(Br)o2)n1,4.3,-6.4,-15.9,48.6*,8.8,-2.0,-8.7,-1.7,6.4
Cc1ccc(F)cc1NC(=O)COC(=O)C1CCN(c2ccc(C(F)(F)F)cn2)CC1,0.2,8.0,7.4,0.5,1.4,2.7,2.2,21.4,-6.1
O=C(Nc1ccccc1[N+](=O)[O-])c1cc(S(=O)(=O)Nc2ccccn2)ccc1Cl,-6.8,4.5,1.7,-1.1,1.4,0.0,2.7,19.2,-1.3
CS(=O)(=O)c1ccc(NC(=O)c2ccc3c(c2)S(=O)(=O)N=C2CCCCCN23)cc1,-0.4,-5.1,7.3,8.8,3.4,1.2,-0.6,-4.1,0.4
CCOC(=O)c1ccc(NC(=O)CS(=O)(=O)c2cn(CC)c3ccccc23)cc1,-0.7,0.6,-4.2,13.3,11.1,-0.1,-0.4,7.0,-8.6
COCCCNS(=O)(=O)c1ccc2[nH]c(=O)[nH]c2c1,9.5,-3.2,-2.7,-9.9,1.8,0.0,4.6,0.9,-0.7
COc1cc(CO)cc(Br)c1OCC(=O)N1CCCCC1,8.7,1.2,-4.2,5.7,10.9,5.6,-7.6,8.9,-1.1
Cc1cc(C)c(C(=O)Nc2cccc(F)c2)c(Cl)n1,5.8,-2.0,-0.7,2.4,1.1,-1.1,0.9,10.4,-1.9
CCCCn1nnnc1NCc1ccc(C)cc1,-10.8,-2.4,0.1,-7.4,-0.6,-1.6,16.9,2.6,2.5
COc1ccc(NC(=O)N(C)C[C@H]2Oc3ccc(NS(=O)(=O)c4cn(C)cn4)cc3C(=O)N([C@H](C)CO)C[C@@H]2C)cc1,-0.4,-4.0,-0.8,7.8,2.3,-1.4,13.4,0.0,0.7
CC(=O)N1CCN(C(=O)c2cc(S(=O)(=O)N(C)Cc3ccccc3)ccc2Cl)CC1,-0.5,-0.3,1.4,-19.2,2.9,-0.1,10.4,2.6,-3.1
O=C1CC(NS(=O)(=O)c2cccs2)CN1c1cccc(F)c1 (centres undefined),6.4,-5.6,-1.9,-0.4,0.4,-0.1,8.9,11.4,-1.6
CCc1nc2ccc(C(=O)NCCOc3ccc(OC)cc3)cn2c1N(C)Cc1nccn1C,12.3,2.6,0.7,5.8,0.2,.,.,9.4,0.1
Cc1cccc(N2CCN(C(=O)c3ccncc3)CC2)c1C,-5.0,0.4,0.1,-14.1,-1.1,-0.5,17.9,11.9,-5.8
O=C(O)c1ccc(CSc2nnc(-c3ccco3)o2)cc1,0.3,0.5,3.6,6.6,1.3,0.7,-16.8,21.3,2.4
Cc1cccc(N2CCN(C(C(=O)NCc3ccccc3)c3ccco3)CC2)c1C (centres undefined),9.3,-5.1,1.1,-7.4,4.6,.,.,.,0.2
COc1ccc(C(C)(NC(C)=O)c2nc(-c3cncnc3)cs2)cc1 (centres undefined),1.7,0.0,2.5,-11.4,0.8,.,.,19.2,0.0
CCOC(=O)/C(C#N)=C/c1cccn1-c1ccc(Cl)cc1,13.4,-3.2,7.1,-21.3,-1.9,0.2,10.0,-7.1,-1.2
COc1ccc(/C=N/NC(=O)Nc2cccc3nsnc23)cc1OC,-9.7,3.4,3.6,9.8,7.5,1.5,-75.3,7.9,-0.1
COc1ccc2c(c1)CCC/C2=N/OC(=O)c1ccccc1OC,1.4,3.6,14.5,0.1,7.3,-0.3,-12.4,9.2,0.3
CC(=O)Nc1cccc(-c2ccnc3c2CC(C(=O)Nc2ccc(Cl)cc2)O3)c1 (centres undefined),5.3,-2.7,-1.4,1.4,6.5,.,.,2.2,2.2
CCOC(=O)N/N=C/c1ccc(OCCSc2ccc(Cl)cc2)c(OCC)c1,2.3,-3.3,-2.7,-5.6,0.8,-0.5,19.7,6.0,-0.5
O=C(C1CCCN(S(=O)(=O)c2cccc3nonc23)C1)N1CCC(Cc2ccccc2)CC1 (centres undefined),-1.0,4.8,8.6,8.9,9.9,3.3,-0.9,19.5,-0.5
O=C(/C=C/c1ccc(F)cc1)Nc1ccc(S(=O)(=O)Nc2ncccn2)cc1,5.0,2.3,11.7,-2.9,0.2,-0.6,-6.6,-13.9,0.5
COc1ccc(-c2cc(NC(C)=O)c3ncc(-c4ccc(OC)c(OC)c4)n3c2)cc1OC,-4.6,-1.2,3.2,-0.5,1.6,.,.,9.1,-0.3
CN(CC(O)COc1c(F)cc(Br)cc1F)C1CCCCC1 (centres undefined),-4.8,6.0,-5.2,-5.8,2.8,-1.8,-3.5,20.8,-5.3
COc1ccc2[nH]c(=O)c(CN(CCCN3CCOCC3)C(=O)NCc3ccccc3)cc2c1,-3.6,6.8,-2.7,7.1,12.5,0.1,-3.0,18.8,0.1
Cc1ccc(Cl)cc1N1CCN(S(=O)(=O)c2ccc(-c3ccc(=O)[nH]n3)o2)CC1,7.9,-2.0,-1.0,-3.9,2.3,6.7,4.7,10.6,-3.1
CCCCNC(=O)CCCCn1c(=S)[nH]c2c([nH]c3ccc(OC)cc32)c1=O,5.7,1.1,-6.5,-13.6,1.8,-0.3,-2.5,18.3,2.2
CC(=C\c1ccccc1)/C=C1/SC(=S)N(C(C(=O)O)C(C)C)C1=O (centres undefined),10.4,-1.4,-0.8,-19.9,-1.6,-1.8,40.8,8.1,-4.6
CCN(CC)CCCn1c2c(c(SCC(=O)Nc3cccc(C(C)=O)c3)nc1=O)CCC2,3.5,-2.8,-3.0,-5.4,-0.3,0.6,-15.0,-12.3,-2.0
O=c1ccc2nc3ccccc3sc-2c1,6.0,-1.6,2.2,3.0,0.7,.,.,10.3,-2.5
O=C(CN1CCN(S(=O)(=O)N2CCCCCC2)CC1)Nc1ccc(F)cc1,1.1,1.1,-5.6,6.8,-2.5,0.8,3.0,-10.6,1.8

Quoted at random: three records from the list, in no set order.
structure,M5 antag,CHRM5 PAM,M4 PAM,TAAR1 antagonist,TAAR1 ag,CRFBP-R2 agonist,CRFR2-BP antag,M1 PAM parental,M5 ag
CC(=C\c1ccccc1)/C=C1/SC(=S)N(C(C(=O)O)C(C)C)C1=O (centres undefined),10.4,-1.4,-0.8,-19.9,-1.6,-1.8,40.8,8.1,-4.6
O=C(C1CCCN(S(=O)(=O)c2cccc3nonc23)C1)N1CCC(Cc2ccccc2)CC1 (centres undefined),-1.0,4.8,8.6,8.9,9.9,3.3,-0.9,19.5,-0.5
Cc1cccc(N2CCN(C(C(=O)NCc3ccccc3)c3ccco3)CC2)c1C (centres undefined),9.3,-5.1,1.1,-7.4,4.6,.,.,.,0.2

(cont.)
structure,M5 antag,CHRM5 PAM,M4 PAM,TAAR1 antagonist,TAAR1 ag,CRFBP-R2 agonist,CRFR2-BP antag,M1 PAM parental,M5 ag
COCC(=O)Nc1cc(Cl)ccc1C,-12.8,10.3,5.2,-0.2,0.3,0.2,-11.8,22.5,0.0
Cc1cc(C(=O)Nc2cccc(S(=O)(=O)N3CCCCC3)c2)c2ccccc2n1,6.3,0.6,1.6,5.2,2.0,0.5,-5.6,12.1,-0.1
O=C1C2CC=CCC2C(=O)N1CC(=O)N(Cc1ccccc1)C1CCS(=O)(=O)C1 (centres undefined),-10.5,0.2,-2.2,7.8,4.0,0.1,3.1,11.7,-0.6
CCC(=O)OCC(=O)Nc1cc(C)c(C)cc1[N+](=O)[O-],2.3,-4.0,0.0,7.7,-1.0,-3.5,15.6,4.2,-2.9
Cc1nc2c(c(=O)c3ccccc3n2C)c(=O)n1C1CCCCCC1,13.0,0.9,-4.7,-38.0,49.6*,51.0*,4.3,-15.0,0.5
O=C1CSCN1c1ccc(Cl)c(Cl)c1,4.7,-0.4,4.7,-3.6,7.0,-0.3,3.0,10.6,-1.9
C[C@@H]1NC(=O)[C@@]2(C)[C@@H](c3ccccc3)[C@H]3COc4ccc(Cl)cc4[C@@H]3N2C1=O,10.3,0.1,13.6,4.0,9.0,-1.6,2.0,26.1,0.9
O=C(/C=C\c1cn(-c2ccccc2)nc1-c1cccs1)N1CCOCC1,17.7,-15.4,-4.1,31.0,11.5,-0.4,-40.6,1.8,3.0
CC(C)(C)c1ccc(Oc2ccc(NC(=O)c3ccccc3C(=O)O)cn2)cc1,14.5,1.3,-1.6,-5.0,1.6,1.9,-11.1,14.6,5.0
O=C(CN1CCCCC1)NC(=O)NCc1ccccc1,-1.2,0.5,-1.4,4.7,-0.3,0.0,-7.6,1.1,1.4
O=C(Nc1ccccc1C(=O)N1CCCCC1)c1ccc(Cl)cc1Cl,6.6,-4.0,5.9,-8.4,-0.7,-2.6,-8.6,10.2,-2.2
OC(COc1cccc(OCC(O)CN2CCCC2)c1)CN1CCCC1 (centres undefined),-11.4,6.4,0.2,-16.7,0.7,-0.8,23.0,2.2,-1.1
C[C@H]1NC(=O)[C@]2(C)[C@@H](c3ccccc3)[C@H]3COc4ccccc4[C@H]3N2C1=O,-5.1,3.0,9.4,-10.2,1.7,0.0,5.7,16.8,-0.2
CCn1cnc2sc(-c3ccccc3)cc2c1=O,3.2,-10.3,8.3,7.8,11.9,1.2,-12.8,15.4,-2.3
C/C(N)=C(/C#N)C(=O)COC(=O)CCCNC(=O)c1ccc(Cl)cc1,4.6,2.2,0.0,4.2,2.8,0.2,13.2,8.6,-1.9

The order is random. Share with any hit: about 4.2%.
